High-throughput results: PubChem, several laboratories
XIAP antagonists: small molecules displacing peptide from XIAP – biochemical, IAP family, fluorescence polarization (AID 1018) | hit rate 0.007% among 200,000 | displacement, % at 20 µM; hits with a dose series show IC50 in µM | XIAP BIR domain, fluorescence polarization peptide displacement; higher % means a stronger effect; in the data active = displacement above about 50%; note: a part of the inactive calls stands beside numbers as strong as those of hits
WT yeast gro inh: growth inhibition of WT yeast, mitochondrial fusion screen; hit rate 2.1% among 190,000; mitochondrial fusion phenotypic screen, WT strain; inhibition, % at 10 µM; in the data active = inhibition above about 58%; tested in S. cerevisiae
human PMI inhibitors: human PMI inhibitors, high substrate, primary screen, biochemical, fluorescence intensity, high mannose 6-phosphate (AID 1220); recombinant PMI enzyme, coupled fluorescence intensity; higher % means a stronger effect; inhibition, % at 20 µM; hits with a dose series show IC50 in µM; hit rate 0.66% among 190,000
Myeloid diff 2: promotes myeloid progenitor differentiation. AID 624256. hit rate 1% among 360,000. calls only at 10 µM. ER-HoxA9 myeloid progenitors, lysozyme-GFP differentiation, flow cytometry;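 active = normalized GFP-positive differentiation at or above the plate's own cutoff, the solvent-only control mean plus 3 SD; inconclusive = no clear call, values can overlap the other calls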;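 note: cells exposed to compound for four days before flow analysis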
Siah-1 displacement: Siah-1 peptide-binding antagonists, primary screen, biochemical, fluorescence polarization, rhodamine-plectin, uHTS (AID 1817) | Siah-1 / rhodamine-plectin peptide fluorescence polarization; higher % means a stronger effect | displacement, % at 20 µM, or IC50 in µM where a hit was titrated | hit rate 0.02% among 290,000;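 active = displacement of at least 50% at 20 µM, with a fluorescence ratio check between 0.3 and a set limit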;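 note: plate controls were Siah plus tracer with DMSO for no effect and tracer alone without Siah for full effect; strong numbers were not always called active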
human PMI inhibition: MPI enzyme activity inhibition – biochemical, fluorescence intensity, coupled assay, primary screen (AID 1209) | purified PMI enzyme, coupled fluorescence intensity; higher % means a stronger effect | inhibition, % at 20 µM; hits with a dose series show IC50 in µM | hit rate 0.42% among 190,000;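 note: plate controls were DMSO vehicle for no effect and wells lacking substrate for full effect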
RSV antiviral HEp-2: RSV antiviral activity via CPE protection, HEp-2 cells, primary 10 µM value included (AID 2391); HEp-2 cells, RSV-induced CPE inhibition; higher % means a stronger effect; CPE inhibition, % at 10 µM; hits with a dose series show IC50 in µM; hit rate 0.13% among 310,000; in the data active = a potency from the dose series; inconclusive = CPE inhibition mostly from about 23% at the one dose, without a potency; inactive = the rest, 99 in 100 with CPE inhibition below about 21%; note: strong numbers were not always called active
Salmonella PhoP GFP: inhibitors of PhoP regulon expression, primary screen, Salmonella Typhimurium, GFP reporter (AID 1863). S. Typhimurium PhoP-regulated promoter GFP reporter, 4 h; higher % means a stronger effect. inhibition, % at 50 µM; hits with a dose series show IC50 in µM. hit rate 0.16% among 300,000;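 active = inhibition over 29.93%, a cutoff 3 SD above the screen mean, later confirmed by dose response; inconclusive = inhibition over 29.93% but no dose response follow-up; inactive = inhibition at most 29.93% or unconfirmed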;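 note: 0% = low Mg2+ inducing control and 100% = high Mg2+ repressing control; strong numbers were not always called active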
TNAP activation fold: human TNAP enzyme activators, primary screen, biochemical, luminescent, no phosphate acceptor, uHTS (AID 1001); purified TNAP, luminescent activation assay, no phosphate acceptor; higher activation fold means a stronger effect; activation fold at 20 µM; hits with a dose series show EC50 in µM; hit rate 0.03% among 200,000; in the data active = activation fold from about 3, or a potency from the dose series; inactive = the rest, 99 in 100 with activation fold below about 1.6; note: many of its hits are not listed in these tables
WT yeast gro inh mutant strain: second read-out of WT yeast gro inh, no call of its own (marks repeat the call); inhibition, %; mitochondrial fusion phenotypic screen, mutant strain inhibition
Myeloid diff 2 GFP+ MAC1+ %: further read-out of Myeloid diff 2, marked with its call; GFP+ MAC1+ double positive, %; measured here: differentiation confirmed by MAC1 staining
An asterisk follows results filed as active; i = inactive; u = inconclusive; x = no result given. Cut-off read from the data, not from the text of the source, unless noted: active = inhibition above about 50%; inactive = the rest. An unsorted share of the library (roughly 3.1% active in at least one column).

| structure | XIAP antagonists | WT yeast gro inh | WT yeast gro inh mutant strain | human PMI inhibitors | Myeloid diff 2 | Myeloid diff 2 GFP+ MAC1+ % | Siah-1 displacement | human PMI inhibition | RSV antiviral HEp-2 | Salmonella PhoP GFP | TNAP activation fold |
| --- | --- | --- | --- | --- | --- | --- | --- | --- | --- | --- | --- |
| CCc1ccc(/C=C2/SC(=S)N(CCCC(=O)Nc3ccccc3C(=O)O)C2=O)cc1 | x | x | x | x | i | 0.2 | -3% | x | 17% | 2% | x |
| CCC1Oc2ccc(C)cc2N(CC(=O)NCc2cc(OC)ccc2OC)C1=O (stereo unspecified) | 0.1% | 15 | 6 | 17% | i | 1.2 | -3% | 16% | 0.7% | -4% | 1 |
| CCCCNC(=O)/C(C#N)=C/c1ccc(-c2ccc(S(=O)(=O)N3CCOCC3)cc2)o1 | -5.2% | -11 | 8 | 1% | i | 2.3 | -5% | -1% | 1.1% | -18% | 1.1 |
| Clc1ccc(SCc2csc(N3CCOCC3)n2)cc1 | x | x | x | x | i | 0.2 | 0% | x | 20% | -6% | x |
| CN1CCO/C1=C(\C(Cl)=C(Cl)Cl)[N+](=O)[O-] | -6.9% | 2 | -8 | 8% | i | 0.2 | 1% | 12% | -1.5% | 10% | 1.1 |
| COc1ccc(-c2ccc(/C=C3/C(=N)N4C=CSC4=NC3=O)o2)c([N+](=O)[O-])c1 | -6.0% | -5 | 1 | 43% | i | 0.8 | 11% | 23% | 1.4% | -6% | 0.9 |
| CCOC(=O)C1CCCN(Cc2ccc(O)c(OC)c2)C1 (stereo unspecified) | -5.8% | 18 | 1 | -15% | i | 0.1 | 5% | -14% | -1.8% | 15% | 1.1 |
| COC(=O)c1ccc(CSc2nnc3ccccn23)o1 | -3.8% | -10 | -3 | 14% | i | 1.2 | 1% | 4% | -0.3% | 7% | 1.1 |
| CCNC(=O)c1c(NC(=O)c2cc(-c3cc(C)ccc3O)n[nH]2)sc2c1CCCC2 | -3.3% | -5 | 11 | 0% | i | 0.4 | -2% | -12% | 0.9% | -10% | 2 |
| Cc1ccnc(NC(=O)C2CCN(S(=O)(=O)c3cccc4nonc34)CC2)c1 | -4.6% | -27 | -7 | 2% | i | 0.8 | -1% | -2% | -0.8% | -1% | 1.1 |
| COc1ccc(/C=C/c2c(-c3ccc(OC)cc3)oc3cccnc23)cc1 | x | x | x | x | i | 0.3 | -2% | x | 5.6% | -5% | x |
| CC1CCN(C2=C(NS(=O)(=O)c3ccc(Cl)cc3)C(=O)c3ccccc3C2=O)CC1 | 1.7% | 54 | 21 | -2% | i | 0.1 | -4% | -43% | 9.2% | 11% | 0.9 |
| CC(C)OCCCNC(=O)CCC(=O)NNc1nc2ccccc2c2nc(-c3ccccc3)nn12 | -7.5% | -2 | -24 | 3% | i | 0.4 | 8% | 10% | 1.0% | 10% | 2.7 |
| COC(=O)c1c(NC(=O)C2C3CCC(C3)C2C(=O)O)sc2c1CCCCC2 (stereo unspecified) | -1.3% | -7 | 5 | -1% | i | 0.0 | 12% | 0% | 1.2% | 4% | 1.1 |
| CC(=O)N/N=C(\C)c1cccc(C(F)(F)F)c1 | -0.5% | -9 | -9 | -8% | i | 0.6 | 10% | -5% | 0.0% | 8% | 1.1 |
| Cc1cc(C)cc(N=Cc2c(O)c3ccccc3oc2=O)c1 | -3.2% | -13 | 6 | 0% | i | 0.1 | 7% | -5% | 0.3% | -3% | 1.2 |
| C=CCN(C(=O)CNC(=O)c1cccs1)C(C(=O)NC1CCCCC1)c1cccnc1 (stereo unspecified) | 1.4% | -14 | -9 | 0% | i | 0.1 | 0% | -2% | 1.0% | 0% | 1.1 |
| CS(=O)(=O)N1CCC(C(=O)Nc2ccccc2F)CC1 | -3.8% | -13 | -2 | 4% | i | 2.5 | 3% | 8% | 0.5% | 2% | 1.1 |
| CC(C)NC(=O)CSc1nncn1-c1ccccc1 | -4.4% | -6 | -11 | 1% | i | 0.4 | -4% | 3% | 0.2% | -16% | 1.1 |
| COc1ccc(OC)c(C2=NS(=O)(=O)N(C)C(C(=O)Nc3ccc(F)cc3F)=C2)c1 | x | x | x | x | i | 1.8 | 4% | x | 11% | -7% | x |
| COC(=O)c1sc(N2C(=O)C(O)=C(C(=O)c3ccc(C)o3)C2c2cccs2)nc1C (stereo unspecified) | x | x | x | x | u | x | 2% | x | 8.9% | -4% | x |
| O=C(CSc1nnc(CNC(=O)c2ccccc2F)o1)NCc1ccco1 | x | x | x | x | i | 1.6 | 18% | x | 1.5% | 2% | x |
| CCC(c1nnnn1CCOC)N(Cc1cc2cc(C)c(C)cc2[nH]c1=O)CC1CCCO1 (stereo unspecified) | -0.9% | 10 | 13 | -78% | i | 1.8 | 0% | -38% | 2.5% | -5% | 1 |
| CCCCCCn1c(SCCOC)nc2c1c(=O)[nH]c(=O)n2C | x | 13 | 8 | x | i | 2.4 | 4% | x | 9.6% | -2% | x |
| COc1ccccc1OCC(=O)NCCc1nc2ccccc2[nH]1 | -3.3% | -5 | -9 | 1% | i | 0.6 | 0% | -4% | 0.5% | 1% | 1.1 |
| COC(=O)[C@@]1(Cc2ccc(F)cc2)[C@H]2c3cc(C(=O)N(C)C)n(Cc4ccccc4)c3C[C@H]2CN1C(=O)c1ccccc1 | -12% | 48 | -7 | 23% | x | x | 8% | 15% | 0.5% | 3% | 1.1 |
| CCOC(=O)CSc1nnc(NC(=O)c2cccc(S(=O)(=O)N3CCCCCC3)c2)s1 | -4.2% | 1 | -10 | -13% | i | 0.5 | 2% | -8% | 0.8% | 10% | 1.1 |
| COc1ccc(N2CCN(C(=O)CNC(=O)Cn3cnc4sc(C)c(C)c4c3=O)CC2)cc1 | x | x | x | x | i | 0.3 | 0% | x | 4.3% | -10% | x |
| COc1ccc(OCC(O)Cn2c(Nc3cccc(C)c3)nc3c2c(=O)n(C)c(=O)n3C)cc1 (stereo unspecified) | -3.5% | -7 | -18 | 1% | i | 1.1 | -2% | -1% | 1.1% | -4% | 1 |
| O=C(COC(=O)c1ccccn1)NCc1ccccc1 | -6.2% | 0 | 5 | 8% | i | 6.2 | -6% | -3% | -0.2% | -9% | 0.9 |
| Cc1ccc(-c2[nH]ncc2CN2CCN(C(=O)c3cccs3)CC2)cc1C | x | x | x | x | i | 0.8 | 1% | x | 0.8% | 3% | x |
| CC(C)(CSc1nncn1/N=C/c1ccco1)NS(=O)(=O)c1ccc(Cl)cc1 | 18% | 0 | 12 | 4% | i | 1.2 | 1% | 4% | 0.9% | 7% | 1 |
| Cc1ccc(C)c(C(=O)COc2ccccc2[N+](=O)[O-])c1 | -9.2% | 5 | -8 | 7% | u | x | -1% | 18% | 3.7% | 6% | 0.9 |
| O=C(Nc1ccccc1C1CC1)c1cccs1 | -4.6% | 8 | 1 | -10% | i | 0.8 | -2% | -12% | 1.7% | 6% | 1.2 |
| O=C(c1cccc(S(=O)(=O)N2CCCCCC2)c1)N1CCN(c2ccccc2F)CC1 | x | x | x | x | u | x | -1% | x | 7.3% | 2% | x |
| O=C(CCN1CCN(c2ccccc2)CC1)c1ccc(Cl)cc1 | x | x | x | x | i | 0.6 | 5% | x | -0.2% | 10% | x |
| COC(=O)c1sccc1-n1cccc1C(=O)C(=O)Nc1ccc(F)cc1 | -7.4% | 6 | 6 | 19% | i | 0.3 | -2% | 15% | -0.1% | 5% | 1 |
| CN1N=C2c3ccccc3CCC2C1c1ccc(Cl)cc1 (stereo unspecified) | x | x | x | x | i | 0.2 | 2% | x | 3.8% | -4% | x |
| Fc1ccccc1N1CCN(c2nc(-c3cccs3)nc3ccccc23)CC1 | -3.8% | 19 | 7 | 15% | i | 0.3 | 3% | 15% | 21% | -4% | 1.1 |
| Cc1ccc(-c2csc3nc(=O)c(C)nn23)cc1 | -18% | x | x | -2% | x | x | -1% | 3% | -0.4% | x | 1 |
| COc1ccc(C(=O)/C=C/c2cn(CC(O)CN3CCOCC3)c3ccccc23)cc1 (stereo unspecified) | -14% | 8 | -1 | 29% | i | 1.5 | 4% | 33% | -1.5% | -10% | 1 |
| COc1cccc(NC(=O)CCN2C(=O)c3ccc([N+](=O)[O-])cc3C2=O)c1 | -0.1% | -5 | -20 | -9% | i | 0.4 | -4% | -16% | 0.1% | 2% | 1.1 |
| O=C(Cc1ncc(C(F)(F)F)cc1Cl)Nc1ccc(F)cc1 | -4.1% | 3 | 16 | 8% | i | 0.9 | 4% | 4% | 3.1% | -4% | 1.1 |
| O=C(NCc1cccs1)c1ccc2c(c1)OCCO2 | -1.0% | 4 | 12 | 2% | i | 7.7 | 5% | 3% | -0.7% | -8% | 1.1 |
| O=[N+]([O-])c1ccc(CSc2nc3ncc(Br)cc3[nH]2)cc1 | x | x | x | x | i | 1.0 | 32% | x | 1.9% | 0% | x |
| O=C(CN1CCN(C(c2ccccc2)c2ccccc2)CC1)N1CCOCC1 | -4.1% | -5 | 3 | 13% | i | 6.6 | 3% | 12% | -0.6% | 12% | 1.1 |

One compound at a time, from the list above. Order of screens: XIAP antagonists	WT yeast gro inh	WT yeast gro inh mutant strain	human PMI inhibitors	Myeloid diff 2	Myeloid diff 2 GFP+ MAC1+ %	Siah-1 displacement	human PMI inhibition	RSV antiviral HEp-2	Salmonella PhoP GFP	TNAP activation fold
O=C(CN1CCN(C(c2ccccc2)c2ccccc2)CC1)N1CCOCC1 reads -4.1%	-5	3	13%	i	6.6	3%	12%	-0.6%	12%	1.1
O=C(NCc1cccs1)c1ccc2c(c1)OCCO2 reads -1.0%	4	12	2%	i	7.7	5%	3%	-0.7%	-8%	1.1

Among those listed so far, 6 contain an NH in an aromatic ring.
| structure | XIAP antagonists | WT yeast gro inh | WT yeast gro inh mutant strain | human PMI inhibitors | Myeloid diff 2 | Myeloid diff 2 GFP+ MAC1+ % | Siah-1 displacement | human PMI inhibition | RSV antiviral HEp-2 | Salmonella PhoP GFP | TNAP activation fold |
| --- | --- | --- | --- | --- | --- | --- | --- | --- | --- | --- | --- |
| CCNC(=O)c1c(NC(=O)c2cc(-c3cc(C)ccc3O)n[nH]2)sc2c1CCCC2 | -3.3% | -5 | 11 | 0% | i | 0.4 | -2% | -12% | 0.9% | -10% | 2 |
| CCC(c1nnnn1CCOC)N(Cc1cc2cc(C)c(C)cc2[nH]c1=O)CC1CCCO1 (stereo unspecified) | -0.9% | 10 | 13 | -78% | i | 1.8 | 0% | -38% | 2.5% | -5% | 1 |
| CCCCCCn1c(SCCOC)nc2c1c(=O)[nH]c(=O)n2C | x | 13 | 8 | x | i | 2.4 | 4% | x | 9.6% | -2% | x |
| COc1ccccc1OCC(=O)NCCc1nc2ccccc2[nH]1 | -3.3% | -5 | -9 | 1% | i | 0.6 | 0% | -4% | 0.5% | 1% | 1.1 |
| Cc1ccc(-c2[nH]ncc2CN2CCN(C(=O)c3cccs3)CC2)cc1C | x | x | x | x | i | 0.8 | 1% | x | 0.8% | 3% | x |
| O=[N+]([O-])c1ccc(CSc2nc3ncc(Br)cc3[nH]2)cc1 | x | x | x | x | i | 1.0 | 32% | x | 1.9% | 0% | x |
